High-throughput results (PubChem BioAssay)
Lamin A splicing: qHTS Assay for Modulators of Lamin A Splicing; HeLa LMNA splicing GFP/RFP minigene ratio, 48 h; Potency, µM (doses to about 46.1 µM), for inactives: at the top dose ratio change, negative = inhibition, usual class: inhibitors; 0.01% of 200,000 active; AID 1487, 2009; active = well fitted inhibition curve with a large enough effect in the signal ratio, with a control signal flat, not every such curve was filed as active; inconclusive = small, poorly fitted or top-dose-only effect, or effect the other way, or a change in a side signal; the % refers to the signal ratio; also: % is scaled to controls: 0 for no effect and ±100 for the full control effect
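Read-out is the ratio of GFP to DsRed2 object intensity, acquired by 488 nm laser-scanning cytometry on HeLa lamin A-EGFP minigene reporter cells. Compound incubation 48 hrs at 37 °C in Opti-MEM with 2% FBS; DMSO 0.5% final.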
TRb SRC2 PPI: qHTS for Inhibitors of the Interaction of Thyroid Hormone Receptor and Steroid Receptor Coregulator 2; TRbeta-SRC2 peptide binding, fluorescence polarization; receptor liganded with 1 µM T3; Thyroid hormone receptor beta (Homo sapiens), P10828; 0.065% of 280,000 active; Potency, µM (doses to about 106 µM), for the others: at the top dose activity change, negative = inhibition, actives largely listed as inhibitors;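 also: plate controls were bound peptide for no effect and peptide without receptor for full effect; nearly all actives have a fitted effect of over 50% in size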
Target sequence (P10828 whole entry, looked up): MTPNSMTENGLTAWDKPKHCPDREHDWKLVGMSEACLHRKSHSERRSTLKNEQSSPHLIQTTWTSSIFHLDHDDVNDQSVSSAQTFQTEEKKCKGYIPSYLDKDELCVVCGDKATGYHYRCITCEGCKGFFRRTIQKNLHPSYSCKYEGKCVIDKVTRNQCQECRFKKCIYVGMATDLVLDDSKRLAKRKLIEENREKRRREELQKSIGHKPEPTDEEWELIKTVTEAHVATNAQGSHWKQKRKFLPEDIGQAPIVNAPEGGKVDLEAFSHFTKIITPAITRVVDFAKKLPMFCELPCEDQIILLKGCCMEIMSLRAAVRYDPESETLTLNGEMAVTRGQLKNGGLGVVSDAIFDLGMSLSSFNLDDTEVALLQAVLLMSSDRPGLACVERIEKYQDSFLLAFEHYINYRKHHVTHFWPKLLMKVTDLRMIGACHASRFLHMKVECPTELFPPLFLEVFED
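Assay buffer: 20 mM Tris-HCl, 100 mM NaCl, 10% glycerol, 1 mM EDTA, 0.01% NP-40, 1 mM DTT, 1 uM T3, 5% DMSO; TRb LBD 0.6 uM, Texas Red SRC2 20 nM; FP after 5 hr.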
RECQ1 helicase: qHTS Assay for Inhibitors of RecQ-Like Dna Helicase 1 (RECQ1); ATP-dependent DNA helicase Q1 (Homo sapiens), P46063; 0.54% of 240,000 active; Potency, µM (series often up to 57.3 µM), inactives show at the top dose activity, negative = inhibition, usual class: inhibitors; RECQ1 DNA unwinding, red fluorescence kinetic read;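 also: plate controls were vehicle for no effect and no enzyme for full effect; nearly all actives have a fitted effect of over 30% in size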
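RECQ1T1 50 nM; forked duplex (20 bp + 30-nt ss tails) 200 nM, ATP 2 mM final; pH 8.0, 2 mM MgCl2, 2.5 ug/ml poly(dI-dC); 15 min compound preincubation; discontinuous kinetic read over 2 h at RT.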
SMN2 splice up: qHTS Assay for Enhancers of SMN2 Splice Variant Expression; HEK293 SMN2-luciferase splicing reporter, luminescence, 30-36 h; Potency, µM (top dose mostly 46.1 µM), for inactives: top-dose activity change, positive = activation, most hits filed as activators; 2.8% of 210,000 active; also: % of control where 0% means no effect; nearly all actives have a fitted effect of over 55% in size
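HEK293 cells carry an SMN2 minigene-luciferase reporter in which exon 7 inclusion puts luciferase in frame. Cells were seeded at 2000 cells/well, attached for 10-12 hours, then exposed to compounds for 30-36 hours at 37C before ONE-Glo luminescence.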
JMJD2E inh: qHTS Assay for Inhibitors of Human Jumonji Domain Containing 2E (JMJD2E). Lysine-specific demethylase 4E (Homo sapiens), B2RXH2. JMJD2E catalytic domain, FDH-coupled NADH fluorescence (FDH is formaldehyde dehydrogenase). Potency, µM (highest dose often 57.1 µM), inactives show at the highest dose activity change, negative = inhibition, most hits filed as inhibitors. 1.6% of 230,000 active. AID 2147, 2009; active = well fitted inhibition curve with a large enough effect, not every such curve was filed as active; inconclusive = small, poorly fitted or top-dose-only effect, or another doubt; inactive = no such curve, though single readings can be large or run the other way;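 also: 0% = wells with enzyme and -100% = buffer wells without enzyme; nearly all actives have a fitted effect of over 50% in size; many of its hits are not listed in these tables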
ALDH1A1 block: qHTS Assay for Inhibitors of Aldehyde Dehydrogenase 1 (ALDH1A1); Aldehyde dehydrogenase 1A1 (Homo sapiens), P00352; Potency, µM (top dose mostly 75.3 µM), for inactives: at the highest dose activity, negative = inhibition, usual class: inhibitors; 7.3% of 220,000 active; Purified ALDH1A1, NADH fluorescence, propionaldehyde substrate; AID 1030, 2008; active = well fitted inhibition curve with a large enough effect, not every such curve was filed as active; inconclusive = small, poorly fitted or top-dose-only effect, or another doubt; inactive = no such curve, though single readings can be large or run the other way;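 also: plate controls were no enzyme wells and a reference inhibitor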
TexasRed fluor: Total Fluorescence Counterscreen for Inhibitors of the Interaction of Thyroid Hormone Receptor and Steroid Receptor Coregulator 2; TRb/SRC2 Texas Red total fluorescence interference; AID 1479, 2009; Potency, µM (titrated, usually from 106 µM), inactives show at the highest dose fluorescence change, negative = quenching; 0.29% of 280,000 active; active = well fitted curve in either direction with a large enough effect; inconclusive = small, poorly fitted or top-dose-only effect; also: % is scaled to controls: 0 for no effect and ±100 for the full control effect
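Human TRβ ligand-binding domain (0.6 uM) and Texas Red SRC2 peptide (20 nM) in Tris buffer with 1 uM T3 and 5% DMSO were incubated with pinned compound for 5 hr at ambient temperature. Total fluorescence was computed as S + 2P (555/632 nm).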
RGS12 GoLoco inh: qHTS Assay for Inhibitors of RGS12 GoLoco Motif Activity (Red Fluorophore); Guanine nucleotide-binding protein G(i) subunit alpha-1 (Homo sapiens), P63096; Gai1:RGS12 GoLoco peptide FP, rhodamine, 10 min; Potency, µM (top dose mostly 61.6 µM), without a hit: top-dose activity, negative = inhibition, most hits filed as inhibitors; 0.44% of 230,000 active; AID 880, 2007; active = well fitted inhibition curve with a large enough effect, not every such curve was filed as active; inactive = no such curve, though single readings can be large or run the other way; also: % is scaled to controls: 0 for no effect and ±100 for the full control effect; nearly all actives have a fitted effect of over 30% in size; many of its hits are not listed in these tables
Target sequence (P63096 whole entry, looked up): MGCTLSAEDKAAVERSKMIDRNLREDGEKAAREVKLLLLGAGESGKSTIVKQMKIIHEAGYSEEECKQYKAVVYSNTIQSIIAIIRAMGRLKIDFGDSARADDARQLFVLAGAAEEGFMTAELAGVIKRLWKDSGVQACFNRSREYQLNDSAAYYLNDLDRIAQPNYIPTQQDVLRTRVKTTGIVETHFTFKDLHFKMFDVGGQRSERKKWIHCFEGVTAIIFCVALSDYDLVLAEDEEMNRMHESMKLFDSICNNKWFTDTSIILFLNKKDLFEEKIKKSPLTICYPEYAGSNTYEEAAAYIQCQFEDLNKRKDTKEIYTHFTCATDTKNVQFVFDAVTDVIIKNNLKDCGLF
An asterisk follows results filed as active; i = inactive; ? = inconclusive; nt = not tested or not shown; & = joins results of further samples; [ ] = another dose, or the depositor's remark. Unless noted, calls follow the shape of the dose curve; as a rule, active = well fitted curve in the direction sought with a large enough effect; inconclusive = small, poorly fitted or top-dose-only effect, or another doubt; inactive = no such curve, though single readings can be large; an effect the other way counts as inactive or inconclusive. Potency is read from the fitted curve at half-maximal effect. Some of the compounds tested. The share of hits here may be higher or lower than overall.

SMILES	Lamin A splicing	TRb SRC2 PPI	RECQ1 helicase	SMN2 splice up	JMJD2E inh	ALDH1A1 block	TexasRed fluor	RGS12 GoLoco inh
O=C1CCC(C(=O)OCC(=O)c2c[nH]c3ccccc23)=NN1	-8%	0%	-1%	-4%	-3%	11%	-28%	-4%
CCOc1ccc(S(=O)(=O)n2nnc3ccccc32)cc1C(C)C	9%	-3%	0%	-2%	5%	-4%	-6%	-9%
O=C(c1ccc(C(F)(F)F)cc1)N1CCC(=O)N([C@H](COCc2ccc(C(F)(F)F)cc2)Cc2ccccc2)CC1	nt	7%[53 µM]	-15%	nt	nt	9%[50.4 µM]	0%[53 µM]	1%
CC(=O)Nc1cccc(NC(=O)CSc2ncc(-c3ccccc3)[nH]2)c1	-13%[46 µM]	2%	-4%	?	12%	-6%	-2%	10%
COc1cc(C2Sc3ccccc3NC3=C2C(=O)OC3)cc(OC)c1OC (configuration not stated)	-26%	-7%	0%	?	-4%	-1%	-3%	0%
CC1CCN(c2nc3ccccc3nc2N2CCC(C)CC2)CC1	-4%	-17%	-2%	4%	2%	6%	0%	5%
COc1cc(/C=N/n2cnnc2)ccc1OC(=O)c1ccncc1	0%	2%	-9%	10%	-21%	7%	-2%	3%
C[C@H](CCC(=O)O)[C@H]1CC[C@H]2[C@H]3C(C[C@H](O)[C@]12C)[C@@]1(C)CC[C@@H](O)C[C@H]1C[C@H]3O (some centres not stated)	nt	7%&-7%	-7%	-10%	2%	8%&-1%	1%&-2%	-2%&3%
CCOC(=O)Nc1oc2ccccc2c(=O)c1C	10%	5%	-1%	8%	?	-3%	-1%	1%
N#C/C(=C1\CCCN1)c1ccc2ccccc2n1	7%	3%	4%	-4%	-7%	8%	-9%	22%
Cc1cc(=O)oc(C)c1C(=O)Nc1cccnc1Cl	nt	0%	i	nt	6%	nt	-2%	2%
Cc1ccccc1NC(=O)CSc1nnc(-c2ccccc2)n1-c1ccccc1	9%	-1%	?	-1%	4%	5%	-1%	-33%
CN(C)Cc1ccccc1Sc1ccc(Br)cc1	1%	2%	-11%	-7%	-5%	12%	2%	13%
COc1cccc(C(=O)C2CN(c3ccccc3)CC2c2ccc(Cl)cc2)c1 (configuration not stated)	-19%	-9%	i	-26%	-1%	12%	2%	3%
Cc1cnc(NC(=O)c2ccco2)s1	5%	0%	i	?	4%	7%	-1%	-2%
Cc1ccc(OCC(=O)N2CCC(N3CCCCCC3)CC2)cc1	-6%	-1%	-8%	-5%	-18%	-6%	2%	6%
CCN(CCn1cccn1)C(=O)CC1C(=O)NCCN1CC1CCCCC1 (configuration not stated)	2%[46 µM]	-3%	i	nt	-2%	6%	2%	-7%
O=C(CCl)Nc1c[nH]c(=O)[nH]c1=O	?	5%	0%	-2%	6%	1%	0%	4%
O=C(NCc1ccco1)c1ccccc1-c1ccccc1	1%	-12%	-11%	-12%	5%	-5%	-1%	-1%
CC(=O)c1ccc(S(=O)(=O)N2Cc3ccccc3CC2C(=O)O)cc1 (configuration not stated)	nt	-4%	-7%	nt	-4%	nt	-2%	-6%
CC(C)c1ccc(-c2nc(N3CCCCC3)[nH]c(=O)c2C#N)cc1	-7%	-1%	-2%	7%	?	5%	-3%	-15%
CCCn1c2ccccc2c2nnc(SCC(=O)Nc3cc(C)on3)nc21	-2%	-5%	-5%	0%	-22%	?	0%	15%
CC(OC(=O)c1cc2sccc2n1C)C(=O)NCc1ccc2c(c1)OCO2 (configuration not stated)	?	-2%	-3%	-19%	3%	-5%	1%	-2%
C=CCn1c(C)cc(C2=NNC(=NC(C)(C)C)SC2)c1C	?	-7%	1%	-90%[inhibitor]	-12%	?	2%	18%
O=C1/C(=C/c2ccco2)N=C(N2CCCCC2)N1c1ccccc1	-2%	-5%[53 µM]	-8%	-4%	?	?	0%[53 µM]	12%
O=C(COC(=O)c1cc(Br)c(Br)s1)NCCC1=CCCCC1	-10%	-3%	-5%	5%	11%	2%	6%	-1%
N#C/C(=C/c1ccc(N2CCCCC2)o1)C(=O)Nc1ccc2ccccc2c1	?	2%	?	-48%[inhibitor]	25µM*	?	-5%	-161%
CC1(C)CC(=O)c2sc(NC(=O)CN3C(=O)CCC3=O)nc2C1	-3%	1%	-11%	0%	?	?	-3%	-2%
O=C(Nc1ccccc1)c1cc(S(=O)(=O)N2CCSCC2)ccc1Cl	?	-3%	-6%	-39%[inhibitor]	13%	-12%	-2%	-7%
COC(=O)c1c(NC(=O)CN2CCN(c3ccccc3)CC2)c2c(C)cccc2n1C	-7%	8%	-7%	-4%	0%	6%	3%	7%
CNc1nnc(Sc2ncccc2[N+](=O)[O-])s1	nt	3%	-7%	nt	3%	nt	-1%	0%
CC(=O)NS(=O)(=O)c1ccc(NC(=O)c2cccc(S(=O)(=O)N3CCc4ccccc43)c2)cc1	-2%[46 µM]	-5%	i	4%	-14%	?	-2%	11%
CC1CCC(C(C)[C@H]2CCC3C4CC(=O)C5C[C@@H](O)CC[C@]5(C)C4CC[C@@]32C)=NC1 (some centres not stated)	nt	4%	i	2%	7%	?	-1%	6%
Cc1ccc(CNC(=O)CCCC(=O)O)cc1	5%	-5%	-5%	-4%	-5%	-3%	-5%	1%
O=C(NNC(=O)c1cccc2ccccc12)c1ccc(-c2ccccc2)cc1	-6%	3%	0%	-32%[inhibitor]	-9%	?	-2%	-7%
COc1cccc(-c2nccc(NCc3cccnc3)n2)c1	?	nt	i	nt	nt	?	nt	0%
O=C(Nc1cccnc1)c1cccs1	?	0%	4%	8.9µM*	-2%	7%	-7%	10%
COC(=O)N/N=C/c1cn(Cc2ccccc2Cl)c2ccccc12	?	3%	-4%	-62%[inhibitor]	-3%	-4%	-1%	4%
CC(C(=O)O)n1nnc2ccccc21 (configuration not stated)	nt	2%	-10%	nt	2%	nt	-1%	10%
COc1cc2cc(CN(Cc3cccs3)C(=S)Nc3ccccc3)c(=O)[nH]c2cc1OC	?	1%	-12%	-19%	?	?	-2%	4%
CCCc1nc2ccccc2[nH]1	5%	2%	-5%	4%	7%	5%	-2%	6%
CCC(c1nnnn1Cc1ccco1)N(Cc1cc2cc(C)cc(C)c2[nH]c1=O)CC1CCCO1 (configuration not stated)	8%	-13%	?	3%	?	13µM*	5%	11%
CCc1ccc(OCC(=O)Nc2ccc(-c3nc4ccccc4o3)c(O)c2)cc1	?	1%	-2%	?	-24%	?	1%	69%[activator]
CN(C)S(=O)(=O)c1ccc(NC(=O)/C=C/c2ccccc2Cl)cc1	?	-1%	-6%	9%	-17%	?	?	-38%
CC(=O)C1=C(C)Nc2ncnn2C1c1ccccc1Cl (configuration not stated)	1%	5%	-1%	nt	-2%	25µM*	2%	nt
Cc1ccccc1Nc1nc(N)nc(-c2oc3ccccc3c2C)n1	nt	1%	-17%	nt	?	2%	-3%	8%
C=CCNC(=S)N(Cc1ccccc1)Cc1ccccc1	-7%[46 µM]	-6%	-8%	-6%	12%	-6%	-2%	4%
CN1CCC(=O)N([C@H](CSc2ccc(Br)cc2)c2ccccc2)CC1	nt	-2%	i	nt	9%	nt	-7%	4%
COc1ccc2cc(S(=O)(=O)N3CCOCC3)ccc2c1	-9%	5%	-5%	-21%	?	-7%	-3%	-4%
CC(=O)Nc1cccc(NC(=O)c2ccco2)c1	1%	4%	-11%	22%	5%	?	1%	7%
Continued.
SMILES	Lamin A splicing	TRb SRC2 PPI	RECQ1 helicase	SMN2 splice up	JMJD2E inh	ALDH1A1 block	TexasRed fluor	RGS12 GoLoco inh
Clc1ccccc1Cc1noc(CN2CCCCC2CCc2ccccn2)n1 (configuration not stated)	?	-9%	-3%	nt	-13%	-5%	1%	11%
CCCSc1nc(C)cc(=O)[nH]1	3%	9%	i	24%	3%	8%	1%	-6%
O=C(CSc1ncn[nH]1)N1N=C2/C(=C/c3ccco3)CCCC2C1c1ccco1 (configuration not stated)	9%	-8%	i	-39%[inhibitor]	-13%	?	-5%	-1%
COC(=O)[C@@]1(Cc2ccc(F)cc2)[C@H]2c3cc(C(=O)N4CCCC4)n(Cc4ccc(C)o4)c3C[C@H]2CN1C(=O)c1ccccc1	nt	0%	-3%	-33%[inhibitor]	?	-2%	-5%	-25%
Nc1nnc(SCC(=O)OCC(=O)NC23CC4CC(CC(C4)C2)C3)s1	17%[46 µM]	2%	2%	-8%	-7%	-5%	-2%	8%
Cc1cc(OCC(=O)N(C)C)c2c(-c3ccccc3)cc(=O)oc2c1	-10%	5%	-11%	0%	-13%	?	-3%	2%
O=C1c2ccccc2NC(c2ccc(O)cc2)N1/N=C/c1ccc(O)cc1 (configuration not stated)	-6%	7%	-5%	-9%[1.84 µM]	?	?	-2%	8%
CCc1ccc(Nc2ccc(C(N)=O)cc2[N+](=O)[O-])cc1	?	-2%	-4%	-69%[inhibitor]	-8%	-10%	1%	17%
Cc1ccc(N2C(=O)CC(Sc3ccccc3C(=O)O)C2=O)c([N+](=O)[O-])c1 (configuration not stated)	?	-7%	-3%	3%	-13%	2µM*	-3%	-14%
O=C(Nc1cccnc1)c1ccc(N2CCCC2)c([N+](=O)[O-])c1	?	5%	i	?	5%	7.9µM*	-2%	13%
